Assay outcomes from PubChem BioAssay.
eIF4E-4G inh = inhibitors of eIF4E and eIF4G interaction in translation initiation; P63073+Q04637; TR-FRET eIF4E-eIF4GI(517-606) binding, 2 h; inhibition, % at 21.7 µM; actives 0.37% (n = 220,000);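 active = inhibition above about 30%, limit read from the data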;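 note: 0% = full FRET control wells and 100% = background wells lacking eIF4GI fragment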
S1P4 antag = blocks the human S1P4 receptor; actives 0.26% (n = 220,000); O95977; inhibition, % at 4.98 µM; S1P4-expressing cells, antagonist mode, reporter read-out; AID 1510; in the data active = inhibition above about 29%;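 note: 0% = wells stimulated with agonist and 100% = vehicle wells without agonist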
Wee1 degr inh = blocks degradation of human Wee1 kinase. P30291. AID 1321. reporter increase, % at 5 µM. HeLa Luc-Wee1K328M stability, luciferase luminescence; 100% = proteasome inhibitor MG132 effect. actives 1.2% (n = 220,000);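 active = activation above the mean of all tested compounds plus 3 SD, set per screening run, cut at about 8.8% in these data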;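 note: cells exposed to compound for 20 h before luminescence read; 0% = DMSO alone and 100% = MG132 at 30 µM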
PERK inhibitor = human PERK inhibition, primary cell-based screen. Q9NZJ5. CHO PERK-DD fusion, SEAP luminescence translation reporter. inhibition, % at 5.6 µM. actives 0.17% (n = 220,000);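 active = inhibition above the mean inhibition of all tested compounds plus 3 SD, set separately per screening campaign, cut at about 2.9% in these data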;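 note: PERK kinase domain activated by AP20187 dimerizer at 100 nM; 0% = DMSO with dimerizer and 100% = rapamycin at 8.4 µM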
NPY2 pot ag = potentiators or agonists of human neuropeptide Y receptor Y2; P49146; cells expressing NPY-Y2, potentiator/agonist read-out; activation, % at 3.6 µM; actives 0.45% (n = 220,000); AID 1359; in the data active = activation above about 27%;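 note: cells stimulated with NPY near EC25 plus isoproterenol at EC100; 0% = vehicle plus submaximal agonist and 100% = vehicle plus saturating agonist; some results beyond the cut were filed as inactive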
Target sequence (P49146 whole entry, looked up): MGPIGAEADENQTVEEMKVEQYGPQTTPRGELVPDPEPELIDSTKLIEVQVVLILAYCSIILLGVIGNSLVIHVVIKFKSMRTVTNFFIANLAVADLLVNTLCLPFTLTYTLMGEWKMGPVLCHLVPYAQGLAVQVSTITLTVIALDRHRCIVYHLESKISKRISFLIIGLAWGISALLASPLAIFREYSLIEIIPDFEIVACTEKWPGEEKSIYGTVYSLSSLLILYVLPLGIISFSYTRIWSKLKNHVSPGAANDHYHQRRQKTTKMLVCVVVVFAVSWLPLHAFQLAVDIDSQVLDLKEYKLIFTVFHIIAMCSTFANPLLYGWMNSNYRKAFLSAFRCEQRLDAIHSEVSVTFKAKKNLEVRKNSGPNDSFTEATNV
MDM2 E3 inh = Mdm2 E3 ligase (human) inhibition; Q00987; cell-based MDM2 ubiquitination luciferase reporter, 2 h; 0 = plate control, 100 = twice control, blank-subtracted; signal enhancement, % at 5 µM; actives 0.11% (n = 210,000); AID 1230;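 active = signal enhancement of 30% or more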;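 note: luminescence tracks abundance of the self-degrading MDM2-luciferase fusion protein; higher signal means inhibition of MDM2 E3 ligase activity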
Target sequence (Q00987 whole entry, looked up, the tested form may be a part): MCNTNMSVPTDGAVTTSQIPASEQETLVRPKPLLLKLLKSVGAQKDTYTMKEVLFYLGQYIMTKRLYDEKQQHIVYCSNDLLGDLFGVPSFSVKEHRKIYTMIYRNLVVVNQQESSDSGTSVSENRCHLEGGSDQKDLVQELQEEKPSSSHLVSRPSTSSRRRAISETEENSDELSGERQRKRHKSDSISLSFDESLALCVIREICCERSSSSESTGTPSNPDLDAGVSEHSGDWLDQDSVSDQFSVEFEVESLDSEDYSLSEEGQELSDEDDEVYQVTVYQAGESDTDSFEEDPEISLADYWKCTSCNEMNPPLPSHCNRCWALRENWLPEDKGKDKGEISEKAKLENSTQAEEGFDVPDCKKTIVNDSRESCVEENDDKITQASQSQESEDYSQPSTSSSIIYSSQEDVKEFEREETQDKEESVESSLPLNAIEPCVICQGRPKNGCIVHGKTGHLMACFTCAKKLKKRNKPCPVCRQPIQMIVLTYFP
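Timing – 2 h compound exposure at 37 °C · Assay system – mammalian cells stably expressing self-ubiquitinating, self-degrading MDM2 E3–luciferase fusion · Amount – 2000 cells seeded into each well · Measure – % luminescence enhancement versus blank-corrected plate control mean · Measured by – SteadyLite luminescence, 15 min reagent step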
S1P4 agonist = human S1P4 receptor agonism | O95977 | S1P4-expressing cell line, agonist reporter assay | activation, % at 4.98 µM | actives 0.35% (n = 220,000) | AID 1509; in the data active = activation above about 11%;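 note: 0% = DMSO vehicle and 100% = reference agonist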
BaF3 parental = parental Ba/F3 viability inhibition as JAK2V617F counter-screen. CellTiter-Glo ATP luminescence. inhibition, % at 5.6 µM. actives 1.1% (n = 220,000). AID 1486;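 active = inhibition above a per-campaign cutoff, the mean inhibition of all tested compounds plus 3 SD, cut at about 27% in these data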;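 note: 0% = DMSO wells and 100% = JAK Inhibitor I control wells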
Ba/F3 V617F tox = lowers viability of Ba/F3 cells expressing EpoR and JAK2V617F; AID 1446; ATP luminescence; actives 1.1% (n = 220,000); inhibition, % at 5.6 µM;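 active = inhibition above the campaign mean plus 3 SD over all tested compounds, cut at about 24% in these data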;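 note: cytokine-independent growth of Ba/F3 cells driven by EpoR plus mutant JAK2; 0% = DMSO-treated cells and 100% = JAK inhibitor I control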
* = called active by the depositor; / = not tested or not shown; [ ] = another dose, or the depositor's remark. Random draw from the library; about 4.1% have a hit in one of these screens.

SMILES | eIF4E-4G inh | S1P4 antag | Wee1 degr inh | PERK inhibitor | NPY2 pot ag | MDM2 E3 inh | S1P4 agonist | BaF3 parental | Ba/F3 V617F tox
COCCNc1c(-c2cc3ccc(C)c(C)c3[nH]c2=O)nc2ccccn12 | 1 | -10 | 13* | 0.2 | 9 | -2 | -1.9 | 5 | -1
O=C(CN1CCC(C(=O)O)CC1)Nc1ccccc1Oc1ccccc1 | 5 | 12 | 0 | 0.4 | -10 | -6 | -2.1 | 8 | -4
CCOC(=O)c1ccc(N/C(=N\S(=O)(=O)c2ccc(F)cc2F)c2ccccc2)cc1 | 4 | -11 | -2 | -0.5 | 8 | -4 | 0.9 | 7 | 1
O=C(Nc1ccccc1Cl)NC1(C(=O)N2CCCC2)CCCCC1 | 1 | 4 | -1 | 0.1 | 14 | -4 | 2.2 | 1 | -4
N#Cc1ccc(N2C(=O)[C@@H]3C(C(=O)C(c4ccccc4)c4ccccc4)=NN[C@@H]3C2=O)cc1 | 4 | -5 | -1 | 0.6 | -26 | -6 | 0.5 | 1 | -3
O=C(O)c1ccc(CN2CCOCC2)o1 | -1 | 15 | -4 | 0.5 | -7 | 1 | 1.6 | -2 | -4
Clc1ccc(-n2nnnc2Sc2ncnc3sccc23)cc1 | / | 4 | -2 | 0.2 | -16 | / | -1.2 | 1 | 26*
Clc1ccc(OCCCNCc2ccccc2)c(Br)c1 | 3 | 17 | -1 | -1.2 | 12 | 10 | -3.4 | 5 | 1
CCC(=O)Oc1ccc2c(c1)OC1(OC(C)=O)OC(C)CC1=C2C (stereo not drawn) | 2 | 2 | 2 | 1.3 | -6 | -13 | 1.4 | 0 | -1
COc1cccc(N2C(=O)C3ON(c4ccccc4)C(c4cccs4)C3C2=O)c1 (stereo not drawn) | 2 | -7 | -3 | 0.8 | -2 | -17 | -0.1 | 2 | 0
Cn1c(=O)c2c(nc(CN3CCc4ccccc4C3)n2CCc2ccccc2)n(C)c1=O | / | -2 | 2 | -0.7 | -3 | / | 4.2 | 2 | -1
O=C(Nc1ccccc1C(F)(F)F)N1CCC(n2c(=O)[nH]c3ccccc32)CC1 | -3 | 3 | -3 | -0.7 | 2 | -16 | -0.4 | 2 | 2
O=C(CCc1nnc(C2(c3ccc(Cl)cc3)CCC2)o1)NC1CC1 | 4 | -2 | -1 | 1.3 | 2 | 3 | 1.3 | 3 | -3
CC(C)COc1ccc(CN=C(N)N=C(N)N)cc1Cl | 6[fluorescence artefact?] | -10 | 1 | 0.7 | -8 | -15 | 0.4 | 14 | 10
COc1cccc2c1C(=O)C=C(C)C2=O | 3 | -15 | -2 | -0.5 | 34* | -8 | 1.8 | 7 | 3
O=S(=O)(Nc1nc2ccccc2nc1OCC(F)(F)F)c1cccs1 | -3 | -9 | 1 | -0.1 | -11 | -35 | 2.6 | 1 | -2
COc1ccccc1/C=N/NC(=O)CNC(=O)c1ccc(S(=O)(=O)N2CCCC2)cc1 | -1 | -16 | -4 | -0.2 | -12 | -8 | 2.5 | 0 | -2
CCOC(=O)c1sc(NC(=O)c2cc3n(n2)C(C(F)(F)F)CC(c2ccccc2)N3)c(C(=O)OCC)c1C (stereo not drawn) | -19 | 1 | -1 | 0.3 | -28 | -16 | 0.2 | 5 | -2
N#Cc1ccc(N2Cc3ccccc3C2=NC(=O)c2cccs2)cc1 | -6 | -16 | 2 | 0.1 | -7 | -8 | 0.6 | 4 | 1
CCCCSc1nnc2c(n1)OC=Nc1ccccc1-2 | 1 | -17 | -1 | 1.0 | -22 | -6 | -0.6 | 0 | -4

For reference, nine of the compounds above:
SMILES | eIF4E-4G inh | S1P4 antag | Wee1 degr inh | PERK inhibitor | NPY2 pot ag | MDM2 E3 inh | S1P4 agonist | BaF3 parental | Ba/F3 V617F tox
O=C(CN1CCC(C(=O)O)CC1)Nc1ccccc1Oc1ccccc1 | 5 | 12 | 0 | 0.4 | -10 | -6 | -2.1 | 8 | -4
CCOC(=O)c1ccc(N/C(=N\S(=O)(=O)c2ccc(F)cc2F)c2ccccc2)cc1 | 4 | -11 | -2 | -0.5 | 8 | -4 | 0.9 | 7 | 1
O=C(Nc1ccccc1Cl)NC1(C(=O)N2CCCC2)CCCCC1 | 1 | 4 | -1 | 0.1 | 14 | -4 | 2.2 | 1 | -4
N#Cc1ccc(N2C(=O)[C@@H]3C(C(=O)C(c4ccccc4)c4ccccc4)=NN[C@@H]3C2=O)cc1 | 4 | -5 | -1 | 0.6 | -26 | -6 | 0.5 | 1 | -3
O=C(O)c1ccc(CN2CCOCC2)o1 | -1 | 15 | -4 | 0.5 | -7 | 1 | 1.6 | -2 | -4
Clc1ccc(-n2nnnc2Sc2ncnc3sccc23)cc1 | / | 4 | -2 | 0.2 | -16 | / | -1.2 | 1 | 26*
Clc1ccc(OCCCNCc2ccccc2)c(Br)c1 | 3 | 17 | -1 | -1.2 | 12 | 10 | -3.4 | 5 | 1
CCC(=O)Oc1ccc2c(c1)OC1(OC(C)=O)OC(C)CC1=C2C (stereo not drawn) | 2 | 2 | 2 | 1.3 | -6 | -13 | 1.4 | 0 | -1
COc1cccc(N2C(=O)C3ON(c4ccccc4)C(c4cccs4)C3C2=O)c1 (stereo not drawn) | 2 | -7 | -3 | 0.8 | -2 | -17 | -0.1 | 2 | 0

The list continues.
SMILES | eIF4E-4G inh | S1P4 antag | Wee1 degr inh | PERK inhibitor | NPY2 pot ag | MDM2 E3 inh | S1P4 agonist | BaF3 parental | Ba/F3 V617F tox
COc1cccc(C(=O)Nc2ncc3c(n2)CC(c2ccc(OC)cc2OC)CC3=O)c1 (stereo not drawn) | -34 | 5 | 2 | -0.7 | -22 | -3 | 0.7 | 5 | -1
CCC1(C)COC2(OC1)C(=O)Nc1ccccc12 (stereo not drawn) | -1 | -6 | 2 | 1.4 | -7 | -9 | -1.4 | 9 | 1
O=c1[nH]c(-c2ccccn2)nc2sc(-c3ccccc3)cc12 | -3 | -8 | -1 | -0.1 | -9 | -36 | -0.3 | 3 | -1
Cc1csc(N/N=C\c2cccnc2)n1 | -4 | 4 | 0 | 1.5 | -1 | -11 | 0.1 | 1 | -2
COCCNC(=O)c1onc(CSc2cc(C)cc(C)c2)c1C(=O)O | 4 | 11 | -3 | 1.0 | -4 | -16 | -2.5 | 3 | 1
Cc1csc(NC(=O)c2cc(-c3ccccc3)nc3ccccc23)n1 | 6[fluorescence artefact?] | 9 | -2 | -1.0 | -30 | -15 | 0.3 | 2 | 4
COc1ccccc1C(=O)N1CCC(N2CCN(c3ccccc3)CC2)CC1 | 6 | -6 | 0 | 1.1 | 10 | -10 | -0.4 | -3 | -1
COc1ccc(NC(=O)c2cc(S(=O)(=O)NCC3COc4ccccc4O3)ccc2F)cc1 (stereo not drawn) | 3 | -11 | 6 | -0.2 | 6 | -14 | -2.0 | 6 | 0
COc1cccc(C(=O)Nc2ccc(S(=O)(=O)Nc3nccc(C)n3)cc2)c1 | -1 | -7 | -1 | 0.8 | 13 | 22 | 0.2 | 4 | -1
C/C(N)=C(/C#N)C(=O)COC(=O)CNS(=O)(=O)c1ccc(F)c(F)c1F | 4 | -17 | 2 | 0.4 | -5 | -6 | -1.2 | -2 | -5
CC1=NN(c2ccc([N+](=O)[O-])cc2)C(=O)/C1=C\N(C)C | 2 | -2 | 0 | 0.6 | 13 | 2 | -1.2 | 17 | 12
COCC(C)NCc1cccc(OC)c1OC (stereo not drawn) | 5[fluorescence artefact?] | 1 | -2 | 1.3 | 6 | -5 | -4.1 | 0 | -1
O=C(CN1C(=O)/C(=C\c2ccccc2F)SC1=S)Nc1nc2ccccc2s1 | -4 | -18 | 2 | 0.4 | 3 | -4 | 1.3 | 2 | -3
COc1cccc(NC(=O)C(NCC(C)(C)CN(C)C)c2ccccc2)c1 (stereo not drawn) | 7 | -23 | 2 | -1.3 | -14 | -1 | 1.6 | 1 | -3
CC(C)[C@@H](C(=O)OCC(=O)Nc1ccc2c(c1)OCO2)N1C(=O)c2ccccc2C1=O | -3 | 0 | 2 | -1.6 | -29 | -20 | 0.8 | 3 | 0
O=[N+]([O-])c1cc(C(F)(F)F)cc([N+](=O)[O-])c1N1CCN(S(=O)(=O)c2ccccc2)CC1 | 13[fluorescence artefact?] | -19 | 5 | 0.6 | 17 | -8 | 1.0 | 3 | -2
COc1cc(SC)ccc1C(=O)NC1CCCCC1 | 2 | -3 | 0 | -0.6 | -3 | 4 | 0.0 | 7 | 3
c1cc(C2OCCN2CC2COC3(CCCC3)O2)ccn1 (stereo not drawn) | -6 | 0 | 4 | 1.3 | -9 | -10 | -4.6 | 10 | 7
Cc1nc2nc(SCC(=O)O)nn2c(C)c1Cc1c(F)cccc1Cl | 3 | -28 | -2 | 2.1 | -14 | / | 0.2 | 7 | -2
COc1ccc(N2CCN(C(c3cccs3)C(C)NC(=O)c3ccc4c(c3)OCO4)CC2)cc1 (stereo not drawn) | 3 | -5 | 2 | -1.1 | -17 | -22 | -0.7 | 2 | 3
Cc1ccc(NC(=O)Nc2cc(C)on2)cc1 | -3 | -10 | 8 | 0.8 | -4 | 0 | 1.6 | 3 | -1
Fc1cc(NCc2ccccc2)nc(NCc2ccccc2)n1 | 3[fluorescence artefact?] | 4 | -1 | 0.5 | 7 | -3 | 0.9 | 1 | -1
CC(C)C(=O)Nc1nc2ccc(S(C)(=O)=O)cc2s1 | -1 | -2 | -3 | -0.2 | -7 | -10 | -0.8 | 4 | 3
CCOC(=O)C(C)Oc1ccc(C2NC(=O)NC(C)=C2C(C)=O)cc1Br (stereo not drawn) | 6 | -10 | 2 | 0.5 | -23 | -10 | -0.9 | 5 | 0
CC(=O)OCc1nc2sc(C)c(C)c2c(=O)[nH]1 | 0 | -9 | -3 | -0.4 | -9 | 5 | 2.0 | -1 | -4
CC(C)CC1c2[nH]c3ccccc3c2CCN1C(=O)c1cnccn1 (stereo not drawn) | 0 | -4 | 19* | -0.1 | 2 | -12 | 1.6 | -2 | 0
Cc1ccc(N(C(=O)c2ccc3c(c2)OCO3)C2C=CS(=O)(=O)C2)cc1 (stereo not drawn) | -5[fluorescence artefact?] | -15 | -1 | 0.1 | 1 | -3 | -0.6 | 13 | 3
O=C(N=Nc1c(O)[nH]c2ccc(Br)cc12)c1cc(-c2cccc3ccccc23)n[nH]1 | 5[fluorescence artefact?] | -10 | 0 | 0.0 | 8 | -5 | 0.2 | 1 | 1
CCC(=O)NC(=S)Nc1c(C)cc(Br)cc1C | -2 | -14 | 2 | -0.1 | -10 | -12 | 2.3 | 2 | 0
Cc1ccc(NC(CC(=O)c2ccccc2)c2ccc(F)cc2)cc1 (stereo not drawn) | 0 | -12 | 1 | -0.7 | 9 | 11 | -0.6 | 3 | 1
CCCCN(C(=O)c1ccc(S(=O)(=O)N(C)C)cc1)c1nc2ccccc2s1 | 0[fluorescence artefact?] | -3 | 1 | 2.1 | -5 | -20 | -3.1 | 8 | 1
CCN(C(=O)c1cc2cc(OC)ccc2oc1=O)c1ccccc1 | -5 | -15 | -2 | -0.8 | 2 | -17 | -0.7 | 2 | 3
CCOC(=O)c1c(NC(=O)c2nn(CC)cc2Br)sc(C)c1C | -1 | -3 | 2 | 0.4 | -20 | -3 | 0.2 | 6 | 1
